M1 PAM parental: counter-screen for M1 PAMs: effect in parental CHO-K1 cells | ATP EC20, Fluo-8 calcium fluorescence; 0% at ATP EC20, 100% at ATP max | activation, % at 3 µM | 360,000 tested, 0.02% active;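 active means activation above the run cutoff, the mean activation of all test compounds plus 3 SD, cut at about 40% in these data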;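 further: peak over basal fluorescence ratio in a 140 s read after ATP addition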
OXTR potentiator: potentiates the human oxytocin receptor response. P30559. CHO-OTR cells, Fluo-8 calcium fluorescence, potentiator mode; 0% = oxytocin EC15, 100% = EC100. activation, % at 3 µM. 320,000 tested, 0.061% active. AID 2445;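 active means activation above that plate's cutoff, the mean activation of tested compounds plus 3 SD, cut at about 6.6% in these data, passing the limit was not always enough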;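 further: 100% uses oxytocin at 75 nM as the full agonist control; some results filed as inactive read as strong as hits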
Target sequence (P30559 whole entry, looked up): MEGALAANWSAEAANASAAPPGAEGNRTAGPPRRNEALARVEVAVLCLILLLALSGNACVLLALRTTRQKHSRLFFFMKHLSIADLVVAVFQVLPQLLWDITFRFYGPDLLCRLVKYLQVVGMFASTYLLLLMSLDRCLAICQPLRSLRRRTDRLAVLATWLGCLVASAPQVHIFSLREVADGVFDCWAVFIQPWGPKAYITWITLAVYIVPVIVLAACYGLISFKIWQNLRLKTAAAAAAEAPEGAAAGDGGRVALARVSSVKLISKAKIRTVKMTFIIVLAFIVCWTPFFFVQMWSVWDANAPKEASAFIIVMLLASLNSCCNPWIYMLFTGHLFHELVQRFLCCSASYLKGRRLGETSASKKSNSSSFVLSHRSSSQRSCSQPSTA
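assay system = CHO-OTR cells, human receptor | schedule = compound 6 min at room temperature before oxytocin, 100 s read | detection = Fluo-8 intracellular calcium fluorescence, ex 470-495, em 515-575 nm | evaluation = normalized max/min fluorescence ratio, % activation | control set = EC15 oxytocin alone as 0%, 75 nM oxytocin (EC100) as 100%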
V1aR counter: counter-screen for oxytocin receptor agonists: human V1a receptor agonists; CHO-V1R cells, Fluo-8 calcium fluorescence, agonist mode; 0% DMSO, 100% 3 nM vasopressin; 320,000 tested, 0.25% active; activation, % at 3 µM; P37288;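 active means activation above the mean activation of all tested compounds plus 3 SD, per screening run, cut at about 20% in these data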;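 further: signal is peak over basal fluorescence ratio across a 100 second FLIPR read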
M1 ag parental: nonselective activator or artifact in parental CHO-K1 cells. 360,000 tested, 0.48% active. activation, % at 3 µM. Fluo-8 calcium fluorescence; scaled to maximal ATP response, vehicle zero. AID 602248; in the data active means activation above about 15%;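 further: untransfected CHO-K1 host cells lacking M1 receptor as counterscreen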
CHO-K1 Ca antag: M1 antagonist counterscreen hit in parental CHO-K1 cells; inhibition, % at 3 µM; AID 602250; ATP-induced calcium, Fluo-8 fluorescence; 360,000 tested, 0.6% active;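 active means inhibition above a per-plate cutoff, the plate's mean sample inhibition plus 3 SD, cut at about 24% in these data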;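 further: 0% = DMSO plus EC80 ATP and 100% = DMSO alone without ATP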
GPR7 antag: antagonists of human GPR7 (neuropeptides B/W receptor 1); P48145; GPR7-expressing cells, fluorescence antagonist assay; inhibition, % at 4.4 µM; 290,000 tested, 1.1% active; AID 1861; in the data active means inhibition above about 16%, passing the limit was not always enough;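 further: cells stimulated with the agonist NPW; 0% = agonist with vehicle and 100% = vehicle without agonist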
Target sequence (P48145 whole entry, looked up): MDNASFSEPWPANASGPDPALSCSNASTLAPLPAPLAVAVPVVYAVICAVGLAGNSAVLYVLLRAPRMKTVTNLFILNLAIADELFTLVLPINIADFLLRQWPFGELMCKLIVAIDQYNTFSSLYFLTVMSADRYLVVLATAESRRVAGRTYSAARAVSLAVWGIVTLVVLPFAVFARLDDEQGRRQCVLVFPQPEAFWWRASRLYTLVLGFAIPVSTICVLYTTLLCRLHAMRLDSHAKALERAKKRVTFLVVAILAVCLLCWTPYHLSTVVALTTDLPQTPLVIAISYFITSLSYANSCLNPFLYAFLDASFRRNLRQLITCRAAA
TAAR1 antag: human TAAR1 antagonism; Q96RJ0; CHO RD-HGA16 TAAR1, Fluo-8 calcium fluorescence, antagonist; inhibition, % at 3 µM; 360,000 tested, 1.5% active;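 active means inhibition above a per-plate cutoff, the mean inhibition of test compounds on that plate plus 3 SD, cut at about 49% in these data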;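 further: 0% = DMSO plus EC80 beta-PEA response and 100% = DMSO alone without agonist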
Target sequence (Q96RJ0 whole entry, looked up): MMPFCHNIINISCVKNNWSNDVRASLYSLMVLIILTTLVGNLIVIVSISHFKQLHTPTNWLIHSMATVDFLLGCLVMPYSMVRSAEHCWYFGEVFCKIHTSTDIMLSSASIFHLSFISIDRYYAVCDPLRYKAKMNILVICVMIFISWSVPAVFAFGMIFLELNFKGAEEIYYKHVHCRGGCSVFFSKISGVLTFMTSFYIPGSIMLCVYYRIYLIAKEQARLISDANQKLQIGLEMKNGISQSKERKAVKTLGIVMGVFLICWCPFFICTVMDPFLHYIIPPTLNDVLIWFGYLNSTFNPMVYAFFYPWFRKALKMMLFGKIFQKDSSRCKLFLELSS
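Material: RD-HGA16 CHO cells with stable hTAAR1 and Gα16; Dosing: single nominal final test compound concentration of 3 µM; Schedule: seeding 17-24 h prior, 75-min 37 °C, 30-min RT dye loading; Detection: kinetic Fluo-8 calcium fluorescence measurement; Measure: % inhibition from peak post-agonist over basal fluorescence ratio; Benchmarks: vehicle and agonist controls.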
CHO parental Ca: counter-screen: ATP calcium response change in parental CHO cells; parental CHO-K1, ATP-induced calcium, Fluo-8 fluorescence; inhibition, % at 5.6 µM; 330,000 tested, 0.63% active;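 active means inhibition above that plate's mean sample inhibition plus 3 SD, cut at about 26% in these data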;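 further: 0% = ATP-challenged DMSO wells and 100% = DMSO wells without ATP; some compounds past the cut are filed as inactive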
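Material: parental CHO cells / Compound: single nominal dose of 5.6 µM per compound / Signal: Fluo-8 fluorescence / Replicates: singlicate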
OXTR agonist: human OXTR agonism. P30559. CHO-OTR cells, Fluo-8 calcium fluorescence; normalized: DMSO 0%, oxytocin 100%. activation, % at 3 µM. 320,000 tested, 0.32% active;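 active means activation above the mean of all tested compounds plus 3 SD, cutoff set per screening run, cut at about 20% in these data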;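 further: peak over basal fluorescence ratio from a 100 s FLIPR kinetic read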
Starred values were filed as active, the others as inactive; . = not tested or not shown.

Results follow in this order: M1 PAM parental	OXTR potentiator	V1aR counter	M1 ag parental	CHO-K1 Ca antag	GPR7 antag	TAAR1 antag	CHO parental Ca	OXTR agonist
- O=C(c1ccc(Cl)cc1)C1C2C(=O)N(c3ccccc3)C(=O)C2C2CCCN21 (stereo not drawn)
  -1	.	.	0.0	3	-10	-9	.	.
- COn1c2c(c3c4nonc4ccc31)CCCC2
  1	6	-0.3	0.6	-3	2	2	-19	-1.2
- O=C(NCc1ccc(Cl)cc1)C1CCN(C(=O)Cc2ccccc2)CC1
  23	-2	2.6	2.7	-10	-8	-5	-14	0.3
- CNC[C@@H]1Oc2ccc(NC(=O)Nc3cccc4ccccc34)cc2C(=O)N([C@@H](C)CO)C[C@@H]1C
  .	-3	1.1	.	.	.	.	4	0.1
- O=C(CSc1nccn1Cc1ccco1)Nc1ccccc1
  -6	-3	1.4	-0.1	5	9	-9	-12	-0.9
- COc1cccc(OCc2nc3ncc(Br)cc3[nH]2)c1
  1	2	-0.7	1.9	-3	-2	8	-13	1.9
- O=[N+]([O-])c1ncc(Br)cc1Nc1ccccc1
  -1	-1	-0.9	0.4	-6	.	-41	7	-3.8
- CC(=O)NS(=O)(=O)c1ccc(N2C(=O)c3ccccc3C2=O)cc1
  -9	-9	0.6	-0.6	19	-5	2	11	0.2
- Cc1ccccc1S(=O)(=O)NC(=O)C1(C)CCN1C(=O)C1CCCCC1 (stereo not drawn)
  18	.	.	0.9	-16	.	-4	.	.
- CC(CC(C)C(=O)N1CCOCCN(C(=O)C(C)CC(C)C(=O)O)CCOCC1)C(=O)O (stereo not drawn)
  1	-3	0.8	0.3	-16	3	2	3	0.5
- O=C(Cc1ccccc1[N+](=O)[O-])NNC(=O)c1cccs1
  -1	-7	0.5	-0.2	0	.	3	-4	0.0
- O=c1[nH]c2ccccc2nc1-c1cccs1
  12	-2	-0.8	0.0	-1	-9	2	4	-0.9
- COc1ccc(C(=O)N/N=C/c2ccc(OC)c(COc3c(F)c(F)cc(F)c3F)c2)cc1
  -4	.	.	0.3	-4	-1	-9	.	.
- Clc1ccc(COc2ccccn2)c(Cl)c1
  17	-3	-0.5	0.0	-7	-4	6	-16	-0.8
- CCCCn1nnnc1SCC(=O)NC1CCCCC1
  6	-1	0.3	1.7	-8	-5	-17	-5	1.3
- O=C(COC(=O)/C=C/c1ccc(Cl)cc1Cl)Nc1ccc2c(c1)OCCO2
  -24	-13	0.2	0.3	4	-18	-23	7	0.6
- N#Cc1ccc(C(=O)CSc2n[nH]c(=O)n2-c2cccnc2)cc1
  13	-5	-2.1	0.5	-8	3	8	-4	1.1
- CC(=O)OCC1=C(C(=O)O)N2C(=O)C(NC(=O)c3ccc(F)cc3)C2SC1 (stereo not drawn)
  9	-6	2.6	-0.5	-14	0	-2	4	0.6
- Cc1c(C(=O)Nc2ccc(OCc3ccccc3)cc2)cccc1[N+](=O)[O-]
  20	-6	0.6	1.8	-12	0	36	6	0.8
- Cc1ccc(NC(=O)CC2SCCNC2=O)cc1Cl (stereo not drawn)
  27	1	0.7	0.2	-7	-3	4	-2	1.4

(list continues)
Results follow in this order: M1 PAM parental	OXTR potentiator	V1aR counter	M1 ag parental	CHO-K1 Ca antag	GPR7 antag	TAAR1 antag	CHO parental Ca	OXTR agonist
- O=C(OCc1nc2ccccc2s1)[C@@H]1CCCN1S(=O)(=O)c1ccccc1F
  17	-15	5.3	7.3	-4	8	11	-26	2.6
- Cc1cccc(Cn2cnc3c(sc4nc(C)cc(C)c43)c2=O)c1
  10	-2	0.1	5.1	-7	-5	1	-5	0.0
- COc1ccc(NC(=O)c2sc3nc(C)cc(C)c3c2N)c(OC)c1
  -4	-2	-0.1	-0.1	0	.	-46	-16	0.3
- COc1ccc(NS(=O)(=O)c2cc3c(cc2C)N(C(C)=O)CCO3)cc1OC
  6	-1	0.5	-0.8	-3	2	-14	-7	1.2
- Brc1ccc(OCc2ccccc2)c(CNCc2ccncc2)c1
  -17	-7	3.3	12	4	5	70*	-11	3.0
- CCCOc1ccccc1Cn1c(=O)oc2ccccc21
  5	-12	-0.8	-0.4	-3	17	-34	-10	-0.9
- CN(CC(=O)Nc1ccccc1-c1ccccc1)Cc1ccccc1Cl
  22	-18	1.0	1.6	-10	-20	12	-32	-2.4
- CC(C)(C)c1ccc(C(=O)Nc2cccc(C(=O)N3CCOCC3)c2)cc1
  -27	-14	6.7	3.9	6	-12	18	1	6.9
- CC(=O)Nc1ccc(C(=O)N2CCCCC2c2cc(C(=O)NCc3cccnc3)no2)cc1 (stereo not drawn)
  10	.	.	0.5	-7	.	-3	.	.
- COc1cc(C(O)c2nc(-c3ccccc3)cs2)ccc1F (stereo not drawn)
  -3	.	.	4.0	-14	.	12	.	.
- O=C1CCCC[C@@H](O)[C@H](O)C[C@H](c2ccccc2)O1
  6	.	.	0.7	-12	.	0	.	.
- COc1ccc(OC)c(NC(=O)C2C3CCC(O3)C2C(=O)O)c1 (stereo not drawn)
  .	0	1.9	.	.	-5	.	-2	2.3
- O=C(NNC(=O)c1ccccc1F)c1ccc2nc[nH]c2c1
  21	-3	0.6	0.9	-13	-8	-6	-1	0.4
- COc1ccccc1NC(=O)Nc1ccc(N2CCOCC2)cc1
  -13	-8	-0.3	1.0	4	13	3	-3	-0.8
- Cc1cccc(N=C(N2CCOCC2)P(=O)(N2CCOCC2)N2CCOCC2)c1
  -11	-2	-0.1	-0.4	-12	-13	-12	2	-0.3
- CCn1c(Cc2ccccc2)nnc1SCC(=O)N1CCCC1=O
  21	-1	-0.6	2.6	-15	-2	-14	5	-0.1
- CCOc1ccccc1NC(=O)C1CCN(C(=O)Cc2ccccc2)CC1
  10	2	-0.2	0.7	-11	-5	-5	-13	0.6
- Cn1c(Cc2ccc(Cl)cc2)nnc1SCC(=O)NC1CC1
  -2	-5	3.8	-0.1	-5	-8	3	-5	-0.5
- COc1cc2c(cc1OC)CN(C(=O)C1CCC(=O)N(CCCN3CCOCC3)C1)CC2 (stereo not drawn)
  19	-15	1.1	0.5	-5	-4	-26	8	0.0
- O=S(=O)(c1cccc2cccnc12)N1CCc2ccccc21
  14	-5	1.7	4.9	-3	18	-19	-19	-0.9

New compounds follow:
Results follow in this order: M1 PAM parental	OXTR potentiator	V1aR counter	M1 ag parental	CHO-K1 Ca antag	GPR7 antag	TAAR1 antag	CHO parental Ca	OXTR agonist
- NCCc1nnc(SCC(N)=O)o1
  -6	-2	0.4	0.1	14	-3	-6	-7	1.8
- CN(C)c1ccc(/C=N/N(CCC(=O)NC(C)(C)C)C2=NS(=O)(=O)c3ccccc32)cc1
  13	-4	0.1	6.3	-2	-13	2	-10	-0.6
- CC(=O)Nc1nnc(Cc2ccccc2)s1
  14	-8	-0.2	0.4	-5	-4	-39	-6	1.2
- COc1ccc(-n2nc(C(N)=O)c(O)cc2=O)cc1
  15	-8	0.6	0.8	3	-1	-11	3	-0.3
- CS(=O)(=O)N1N=C(c2ccccc2)CC1c1ccc2c(c1)OCO2 (stereo not drawn)
  0	-2	3.3	4.4	-1	0	3	8	3.6
- Cc1ccc(C(=O)NC(=S)N(C)Cc2ccccc2)cc1
  8	-7	-1.5	0.8	-5	.	-14	-12	-3.3
- Cc1ccc(S(=O)(=O)CCC(=O)OC(C)C(=O)Nc2ccc(N3CCOCC3)cc2)cc1 (stereo not drawn)
  -6	-3	0.3	0.0	-4	.	4	-7	-0.2
- CCC(=O)c1ccc(OCC(=O)OCC(=O)c2c(N)n(C)c(=O)n(C)c2=O)cc1
  -24	4	2.9	0.0	15	.	10	-8	2.1
- CC(=O)N1c2ccc(S(=O)(=O)NCCc3ccc(Cl)cc3)cc2CC1C (stereo not drawn)
  -11	-8	7.2	11	2	1	7	-8	5.1
- C[C@H](c1ccccc1)N1C[C@@H](COCc2ccccc2)Oc2cc(N3CC[C@H](O)C3)ccc2S1(=O)=O
  -4	.	.	4.1	-3	.	2	.	.
- Cc1nn(-c2ccc(N3CCCCC3)nn2)c(C)c1CCC(=O)Nc1cc(F)ccc1F
  13	-6	5.6	5.3	-14	5	5	-10	2.5
- CON(C)c1nc(OCCNC(=O)OCc2ccc(Cl)cc2Cl)nc(N(C)C)n1
  19	1	-1.1	0.6	-9	4	13	-22	-0.7
- Fc1cccc(CN2CCN(c3nc4nonc4nc3NC3CC3)CC2)c1
  -4	-11	-0.2	0.4	2	1	-8	-13	-0.3
- COc1cc(C)ccc1OCCOCCOc1ccc(C)cc1[N+](=O)[O-]
  24	1	-0.1	15	4	1	-1	-16	-1.7
- Cc1cccc(/N=C2/NC(=O)C(Cc3ccccc3)S2)n1 (stereo not drawn)
  13	-2	-0.6	0.3	-8	-6	-11	-23	-0.2
- CCCCOc1cccc(C(=O)Nc2ccc(S(=O)(=O)Nc3nnc(CC)s3)cc2)c1
  19	4	0.9	0.5	-9	-17	-11	-9	-0.7
- CCn1c(SCC(=O)NCc2ccccc2)nnc1-c1cccnc1
  21	-7	0.1	0.8	-1	-5	20	4	-0.6
- O=C(CCC(=O)N(CC(=O)NC1CCCC1)Cc1ccccc1)Nc1nccs1
  5	-1	-0.1	0.1	-4	-6	0	-9	0.3
- COCCCn1c(=O)/c(=C\c2ccccc2OC(F)F)s/c1=C(/C#N)C(=O)NC(C)C
  1	0	0.1	0.3	-2	1	-7	-24	-0.5
- O=C(CCl)Nc1cccc2ncccc12
  18	2	0.3	0.6	-16	8	-13	4	-0.1

An excerpt from above in order of their number in GPR7 antag, high to low.
SMILES	GPR7 antag
COCCCn1c(=O)/c(=C\c2ccccc2OC(F)F)s/c1=C(/C#N)C(=O)NC(C)C	1
NCCc1nnc(SCC(N)=O)o1	-3
O=C(CCC(=O)N(CC(=O)NC1CCCC1)Cc1ccccc1)Nc1nccs1	-6

Carrying on.
Results follow in this order: M1 PAM parental	OXTR potentiator	V1aR counter	M1 ag parental	CHO-K1 Ca antag	GPR7 antag	TAAR1 antag	CHO parental Ca	OXTR agonist
- CC(=O)N1CCN(c2ccc(C(N)=O)cc2[N+](=O)[O-])CC1
  3	-1	-0.7	0.7	-15	-1	-5	-2	0.1
- O=C(CNC(=O)c1cccc(N2C(=O)c3ccccc3C2=O)c1)Nc1ccc(F)c(F)c1
  6	-2	1.8	4.9	14	.	15	-11	1.5
- Cc1c(NC(=O)c2noc3c2CCc2ccccc2-3)c(=O)n(-c2ccccc2)n1C
  2	-2	0.9	0.3	3	-13	6	6	0.3
- O=C(Nc1ncn[nH]1)c1ccc(Cl)c(S(=O)(=O)Nc2ccc(Cl)cc2)c1
  19	-2	0.3	0.1	2	2	-21	0	1.3
- COc1ccc(C(=O)C2CCCN(C(=O)COc3ccc(C(C)=O)cc3)C2)cc1F (stereo not drawn)
  11	0	2.6	5.4	-5	-3	8	-10	3.0
- CCOc1ccc(N(CC(=O)NCC2CCCO2)S(=O)(=O)c2ccc(Cl)cc2)cc1 (stereo not drawn)
  10	-3	-0.4	0.0	-8	-13	-1	-11	0.6
- OCCCCC#Cc1c(-c2ccsc2)sc2ccccc12
  24	-6	1.4	2.9	-9	-2	3	-22	1.7
